F508del corr = CFTR F508del correction in bronchial cells; CFBE cells, YFP halide quenching; stimulated with forskolin plus potentiator P3; % fluorescence drop versus neutral controls; activity (quench increase), % at 7.58 µM; 350,000 tested, 0.36% active;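 active means mean added fluorescence quench of at least 8% versus neutral control, with both replicates also reaching 8%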;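 further: cells transiently co-express mutant CFTR-F508del with the halide-sensitive YFP; corrector assay measuring rescue of mutant channel to the surface after 24 h compound exposure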
esBAF inh = inhibitors of esBAF chromatin remodeling in mouse ES cells | Bmi1-luciferase knock-in reporter, 24 h; 100% = twice the neutral-well signal | reporter increase, % at 12.5 µM | 350,000 tested, 2% active | AID 602393; in the data active means activation above about 40%;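 further: 0% = median of the plate's neutral control wells and 100% = double that signal; a rise in the Bmi1 reporter signal indicates esBAF inhibition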
ERAP1 HTS inh = inhibitors of human ERAP1 aminopeptidase | Q9NZ08 | inhibition, % at 10.7 µM | recombinant ERAP1, Leu-AMC fluorescence, 60 min | 340,000 tested, 0.15% active;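 active means mean replicate inhibition of at least 30%, or all replicates individually reaching that 30% level; inactive means mean below 30% and not every replicate reaching it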;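 further: 0% = neutral control wells and 100% = L-leucinethiol positive control wells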
Target sequence (Q9NZ08 whole entry, looked up): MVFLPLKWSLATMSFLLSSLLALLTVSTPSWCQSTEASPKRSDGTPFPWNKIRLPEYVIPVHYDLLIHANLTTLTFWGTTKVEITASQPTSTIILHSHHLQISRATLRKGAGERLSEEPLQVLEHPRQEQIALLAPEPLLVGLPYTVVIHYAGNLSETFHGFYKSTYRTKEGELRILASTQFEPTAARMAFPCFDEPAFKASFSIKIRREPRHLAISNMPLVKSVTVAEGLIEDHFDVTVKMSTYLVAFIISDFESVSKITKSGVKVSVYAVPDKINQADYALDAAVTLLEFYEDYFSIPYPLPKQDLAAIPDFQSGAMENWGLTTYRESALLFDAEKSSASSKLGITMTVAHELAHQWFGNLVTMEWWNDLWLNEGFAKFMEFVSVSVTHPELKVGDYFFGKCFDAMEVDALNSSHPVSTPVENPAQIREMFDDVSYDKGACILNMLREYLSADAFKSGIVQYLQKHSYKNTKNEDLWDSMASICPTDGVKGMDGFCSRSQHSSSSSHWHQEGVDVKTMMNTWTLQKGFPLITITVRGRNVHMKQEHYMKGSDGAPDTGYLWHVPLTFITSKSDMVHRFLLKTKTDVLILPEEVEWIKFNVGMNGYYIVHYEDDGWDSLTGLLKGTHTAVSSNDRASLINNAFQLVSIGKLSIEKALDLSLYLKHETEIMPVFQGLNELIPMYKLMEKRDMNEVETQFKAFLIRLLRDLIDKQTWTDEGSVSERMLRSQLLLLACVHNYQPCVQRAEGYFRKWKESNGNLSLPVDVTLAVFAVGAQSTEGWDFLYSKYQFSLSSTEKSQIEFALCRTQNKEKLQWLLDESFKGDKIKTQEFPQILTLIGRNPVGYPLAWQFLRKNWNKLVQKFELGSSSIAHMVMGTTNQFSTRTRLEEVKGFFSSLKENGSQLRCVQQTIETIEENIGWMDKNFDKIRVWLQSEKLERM
RAD54 inh = blocks human RAD54 Holliday junction branch migration. Q92698. FAM/BHQ fluorescence. inhibition, % at 10.4 µM. 360,000 tested, 0.14% active. AID 602329;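 active means mean normalized replicate activity at least 40 and at least half of replicates scoring 40 or more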;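 further: 0% = median of neutral control wells and 100% = median of positive control wells; inhibitors cause a drop in the FAM fluorescence signal; in these data hits start at about 50%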
ARNT-TACC3 inh = disrupts binding between human ARNT and TACC3 | inhibition, % at 9.99 µM | AlphaScreen His-ARNT PAS-B/GST-TACC3 binding, luminescence; TACC3 fragment carries E629A point mutation | AID 623870 | 390,000 tested, 0.66% active;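 active means mean inhibition of replicates at least 50% and at least half of replicates each reaching 50%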;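 further: 0% = complete ARNT plus TACC3 wells and 100% = ARNT alone without TACC3; many hits fall short of the cut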
RAD52 inh = inhibitors of human RAD52 DNA annealing. inhibition, % at 18.7 µM. AID 651710. P43351. 360,000 tested, 0.46% active. recombinant RAD52 DNA annealing, FRET fluorescence;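 active means every replicate showing at least 50% inhibition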
XiGFP reactiv = activators of X-chromosome reactivation in mouse fibroblasts; activation, % at 7.58 µM; AID 743238; 360,000 tested, 0.055% active; XiGFP mouse fibroblasts, % GFP-positive cells imaging, 3 d; cells co-treated with 5-aza-dC sensitizer; scaled so ellipticine positive control = 100%;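 active means mean normalized replicate activation at least 10% and every replicate at or above 10%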;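 further: 0% = median of on-plate neutral control wells and 100% = ellipticine 6 µM median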
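System: XiGFP fibroblasts, SV40-immortalized. Medium: DMEM plus 5-aza-dC sensitizer. Doses: single point. Timing: 3 d treatment, 15 min room-temperature fixation. Control set: ellipticine 6 µM.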
INS-1E GSIS act = primary screen for activators of insulin secretion dependent on glucose, INS-1E cells, GLuc reporter luminescence; INS-1E GLuc reporter insulin secretion, 2-3 h; activation, % at 16.6 µM; 370,000 tested, 0.61% active;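 active means lowest replicate activation of at least 40%, so every replicate reaches that level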;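 further: 0% = median of neutral control wells and 100% = median of IBMX positive control wells; some compounds called inactive have numbers as strong as hits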
Active calls of the source: *; & = joins results of further samples.

Results for COc1ccc(NC(=O)c2cc(OC)c(OC)c(OC)c2)cc1S(=O)(=O)N1CCCCC1 ?
F508del corr: -2.2; esBAF inh: 2; ERAP1 HTS inh: 8; RAD54 inh: 1; ARNT-TACC3 inh: 9; RAD52 inh: -23; XiGFP reactiv: 0.5; INS-1E GSIS act: -2

How did C[C@@H]1CN([C@H](C)CO)C(=O)c2cc(Br)cnc2O[C@H]1CN(C)Cc1ccccc1 do in these assays?
F508del corr: 2.4&1.0; esBAF inh: -1&-2; ERAP1 HTS inh: -6&4; RAD54 inh: -8&1; ARNT-TACC3 inh: 0; RAD52 inh: 0&9; XiGFP reactiv: 0.1&-0.6; INS-1E GSIS act: 6&25

How did COc1ccc(NC(=O)N(C)C[C@H]2Oc3ccc(NS(=O)(=O)c4ccc(C)cc4)cc3CC(=O)N([C@H](C)CO)C[C@H]2C)cc1 do in these assays?
F508del corr: -0.7; esBAF inh: -2; XiGFP reactiv: -0.9; INS-1E GSIS act: 7

What do the screens show for `Cc1ccc(OCC(=O)NNC(=O)Cn2c(=O)cnc3ccccc32)cc1`?
F508del corr: 2.9; esBAF inh: -5; ERAP1 HTS inh: -1; ARNT-TACC3 inh: -3; RAD52 inh: -3; XiGFP reactiv: 0.2; INS-1E GSIS act: 20

What do the screens show for `CN1CCN(C(=O)C[C@@H]2CC[C@@H]3[C@H](COC[C@@H](O)CN3C(=O)C3CCOCC3)O2)CC1`?
F508del corr: -1.8; esBAF inh: -8; ERAP1 HTS inh: -5; RAD54 inh: -4; ARNT-TACC3 inh: -3; RAD52 inh: -66; XiGFP reactiv: 0.1; INS-1E GSIS act: 17

How did COCCOC(=O)c1c(NC(=O)CN(C)c2ccccc2)sc(C(N)=O)c1C do in these assays?
F508del corr: -2.5; ERAP1 HTS inh: -7; ARNT-TACC3 inh: -5; RAD52 inh: -39; XiGFP reactiv: 0.3; INS-1E GSIS act: -3

What do the screens show for `CCCCCCCC[n+]1c(C)n(-c2ccccc2)c2ccc(NC(C)=O)cc21`?
F508del corr: 6.8; ERAP1 HTS inh: 3; ARNT-TACC3 inh: 0; RAD52 inh: 4; XiGFP reactiv: 0.0; INS-1E GSIS act: -45

Results for CC(C)CNC(=S)N(CCN(C)C)Cc1cc2cc3c(cc2[nH]c1=O)OCO3 ?
F508del corr: -0.8; esBAF inh: 3; ERAP1 HTS inh: -3; RAD54 inh: -13; ARNT-TACC3 inh: -5; RAD52 inh: -7; XiGFP reactiv: 0.0; INS-1E GSIS act: 2

Results for CCC(C)NCCCOc1ccc([N+](=O)[O-])cc1 (configuration not stated) ?
esBAF inh: -7; ERAP1 HTS inh: 6; RAD54 inh: -5; ARNT-TACC3 inh: 10; RAD52 inh: 6; XiGFP reactiv: 0.0; INS-1E GSIS act: 3

How did C[C@H](CO)N1C[C@H](C)[C@@H](CN(C)CC2CCCC2)Oc2ncc(C#C[C@@H](C)O)cc2C1=O do in these assays?
F508del corr: 2.5; esBAF inh: -1; ERAP1 HTS inh: -12; RAD54 inh: -5; ARNT-TACC3 inh: -3; RAD52 inh: -2; XiGFP reactiv: 0.0; INS-1E GSIS act: 12

How did Cc1cc(S(=O)(=O)NCC(C)C)ccc1OCC(=O)NC1CC1 do in these assays?
F508del corr: -1.7; esBAF inh: 1; ERAP1 HTS inh: -1; RAD54 inh: 0; ARNT-TACC3 inh: 3; RAD52 inh: -6; XiGFP reactiv: 0.0; INS-1E GSIS act: 13

How did COc1ccc(S(=O)(=O)NCC2CCCN(Cc3cn(C)nc3C)C2)cc1 (configuration not stated) do in these assays?
F508del corr: -2.3; esBAF inh: -4; ERAP1 HTS inh: -4; RAD54 inh: -4; ARNT-TACC3 inh: 4; RAD52 inh: -12; XiGFP reactiv: 0.0; INS-1E GSIS act: 10

Results for O=C(Nc1ccccc1)Nc1cccn(Cc2c(F)cccc2Cl)c1=O ?
F508del corr: 1.3; ERAP1 HTS inh: -7; ARNT-TACC3 inh: 6; RAD52 inh: -5; XiGFP reactiv: 0.5; INS-1E GSIS act: -10

Results for COc1ccc2nc3ccccc3nc2c1 ?
F508del corr: -0.2; esBAF inh: 42*; ERAP1 HTS inh: 2; RAD54 inh: -1; ARNT-TACC3 inh: -11; RAD52 inh: -16

Results for O=C(c1cccc(Cl)c1)N1CCN(S(=O)(=O)c2ccc(Cl)s2)CC1 ?
F508del corr: -0.1; esBAF inh: 1; ERAP1 HTS inh: -3; RAD54 inh: -9; RAD52 inh: -23; XiGFP reactiv: 0.4; INS-1E GSIS act: -11

How did COc1ccc(NC(=O)CSc2cc(C)nc3c(-c4ccccc4)cnn23)cc1 do in these assays?
F508del corr: 0.7; ERAP1 HTS inh: -1; ARNT-TACC3 inh: 20; RAD52 inh: -11; XiGFP reactiv: 0.2

What do the screens show for `CC1(C)C(=O)N(c2ccccc2)C1c1ccccc1O` (configuration not stated)?
F508del corr: 1.9; esBAF inh: -4; ERAP1 HTS inh: 1; RAD54 inh: -4; ARNT-TACC3 inh: -11; RAD52 inh: -5; XiGFP reactiv: -0.1; INS-1E GSIS act: -12

Results for O=C(COc1cc2oc(=O)c3c(c2cc1Cl)CCC3)NCC1CCC(C(=O)O)CC1 (configuration not stated) ?
F508del corr: -2.1; ERAP1 HTS inh: -1; ARNT-TACC3 inh: 0; RAD52 inh: -2; XiGFP reactiv: 0.0; INS-1E GSIS act: 2

What do the screens show for `C[C@H](CO)N1C[C@H](C)[C@@H](CN(C)C(=O)Nc2ccc(F)cc2)OCCCC[C@H](C)Oc2ccc(NC(=O)CCCN(C)C)cc2C1=O`?
F508del corr: 0.5; esBAF inh: 3; ERAP1 HTS inh: 1; RAD54 inh: 1; ARNT-TACC3 inh: -5; RAD52 inh: -15; XiGFP reactiv: -0.3; INS-1E GSIS act: 8

Results for COc1ccc(OC)c(NC(=O)CCn2ccnc2)c1 ?
F508del corr: 0.2; esBAF inh: -4; ERAP1 HTS inh: -1; RAD54 inh: -4; ARNT-TACC3 inh: -4; RAD52 inh: -14; XiGFP reactiv: 0.1; INS-1E GSIS act: 27

Results for Cn1c(SCC(=O)O)nnc1C1CCCCC1 ?
F508del corr: -3.1; esBAF inh: -3; ERAP1 HTS inh: 0; ARNT-TACC3 inh: -9; RAD52 inh: 1; INS-1E GSIS act: 4

Results for COc1ccc(NC(=O)Nc2cccc3c2O[C@H](CN(C)C(=O)Nc2cccc4ccccc24)[C@@H](C)CN([C@@H](C)CO)C3=O)cc1 ?
F508del corr: -1.3; esBAF inh: 12; RAD54 inh: 5; ARNT-TACC3 inh: 7; XiGFP reactiv: -0.2; INS-1E GSIS act: -12

What do the screens show for `CO[C@H]1CN(C)C(=O)c2ccc(NC(=O)C3CCC3)cc2OC[C@@H](C)N(Cc2ccc(F)cc2)C[C@@H]1C`?
F508del corr: 1.8; esBAF inh: 10; ERAP1 HTS inh: 1; RAD54 inh: 10; ARNT-TACC3 inh: 1; RAD52 inh: 13; XiGFP reactiv: 0.2; INS-1E GSIS act: -20

What do the screens show for `CN(C)S(=O)(=O)n1cnc(C(CCO)c2ncn(S(=O)(=O)N(C)C)c2CCCO)c1` (configuration not stated)?
F508del corr: 0.6; esBAF inh: -1; ERAP1 HTS inh: -1; RAD54 inh: -5; ARNT-TACC3 inh: 2; RAD52 inh: -20; XiGFP reactiv: 0.3; INS-1E GSIS act: 9

What do the screens show for `COc1ccc(C)cc1NC(=O)NNC(=O)C(C)Oc1ccc(F)cc1Cl` (configuration not stated)?
F508del corr: 1.1; ERAP1 HTS inh: -2; RAD54 inh: 15; ARNT-TACC3 inh: -5; RAD52 inh: -18; XiGFP reactiv: 0.0; INS-1E GSIS act: -13

What do the screens show for `CSCC[C@H](NC(=O)[C@H](Cc1ccccc1)n1c(=O)[nH]c2ccccc2c1=O)C(=O)NCC1CCC(C(=O)O)CC1` (some centres not stated)?
F508del corr: -0.2; esBAF inh: -2; RAD54 inh: -4; ARNT-TACC3 inh: -3; RAD52 inh: 0; INS-1E GSIS act: 6

What do the screens show for `O=C(CC1C(=O)N(c2ccc(Cl)cc2)C(=S)N1CCc1ccncc1)Nc1ccc(F)cc1` (configuration not stated)?
F508del corr: 0.3; esBAF inh: -6; ERAP1 HTS inh: -3; RAD54 inh: -9; ARNT-TACC3 inh: -2; RAD52 inh: -9; INS-1E GSIS act: -50

What do the screens show for `Cc1ccc(S(=O)(=O)N(C)C[C@@H]2Oc3ccc(NC(=O)CCCCCC(=O)Nc4ccccc4N)cc3C(=O)N([C@@H](C)CO)C[C@H]2C)cc1`?
F508del corr: -3.4; ERAP1 HTS inh: 1; RAD52 inh: -32; XiGFP reactiv: -0.8; INS-1E GSIS act: -4

Results for CCn1ccnc1CN(C)C(=O)c1cc(COc2c(F)cccc2F)on1 ?
F508del corr: 2.7; esBAF inh: -1; ERAP1 HTS inh: -2; RAD54 inh: -5; ARNT-TACC3 inh: 4; RAD52 inh: -10; XiGFP reactiv: 0.3; INS-1E GSIS act: -5

What do the screens show for `Cc1ccc(-n2nc(C)c3c2OC(N)=C(C#N)C3c2ccc(C)o2)cc1` (configuration not stated)?
F508del corr: -0.8; esBAF inh: 23; ERAP1 HTS inh: -4; RAD54 inh: 6; ARNT-TACC3 inh: 5; RAD52 inh: -37; INS-1E GSIS act: -28

Pulled one by one from the entries so far:
What do the screens show for `Cc1ccc(-n2nc(C)c3c2OC(N)=C(C#N)C3c2ccc(C)o2)cc1` (configuration not stated)?
F508del corr: -0.8; esBAF inh: 23; ERAP1 HTS inh: -4; RAD54 inh: 6; ARNT-TACC3 inh: 5; RAD52 inh: -37; INS-1E GSIS act: -28

Results for COc1ccc(NC(=O)Nc2cccc3c2O[C@H](CN(C)C(=O)Nc2cccc4ccccc24)[C@@H](C)CN([C@@H](C)CO)C3=O)cc1 ?
F508del corr: -1.3; esBAF inh: 12; RAD54 inh: 5; ARNT-TACC3 inh: 7; XiGFP reactiv: -0.2; INS-1E GSIS act: -12

More records follow.
What do the screens show for `CCCCn1c(N)c(NCc2ccccc2)c(=O)[nH]c1=O`?
F508del corr: 0.9; ERAP1 HTS inh: -3; ARNT-TACC3 inh: 2; RAD52 inh: -242; XiGFP reactiv: 0.0; INS-1E GSIS act: -6

How did O=S1(=O)CCOCCCN1Cc1ccccc1 do in these assays?
F508del corr: -2.5; esBAF inh: -2; ERAP1 HTS inh: -2; RAD54 inh: 6; ARNT-TACC3 inh: -5; RAD52 inh: 1; XiGFP reactiv: 0.0; INS-1E GSIS act: 6

Results for CC(=O)Nc1ccc2nc(-c3ccco3)[nH]c2c1 ?
F508del corr: -0.2; ERAP1 HTS inh: -5; ARNT-TACC3 inh: 4; RAD52 inh: -26; XiGFP reactiv: 0.0; INS-1E GSIS act: -5

What do the screens show for `COc1ccc(Cl)cc1S(=O)(=O)n1ccnc1`?
F508del corr: 2.3; esBAF inh: 6; ERAP1 HTS inh: 2; RAD54 inh: -6; ARNT-TACC3 inh: -4; RAD52 inh: -14; XiGFP reactiv: 0.0; INS-1E GSIS act: 9

Results for CCOC(=O)CNC(=O)N1CCCC(N(C)CCc2ccccc2)C1 (configuration not stated) ?
F508del corr: 1.9; esBAF inh: -6; ERAP1 HTS inh: -4; RAD54 inh: 1; ARNT-TACC3 inh: 0; RAD52 inh: -14; XiGFP reactiv: 0.2; INS-1E GSIS act: -5

As a short view, two of the compounds above.
What do the screens show for `COc1ccc(Cl)cc1S(=O)(=O)n1ccnc1`?
F508del corr: 2.3; esBAF inh: 6; ERAP1 HTS inh: 2; RAD54 inh: -6; ARNT-TACC3 inh: -4; RAD52 inh: -14; XiGFP reactiv: 0.0; INS-1E GSIS act: 9

Results for CCOC(=O)CNC(=O)N1CCCC(N(C)CCc2ccccc2)C1 (configuration not stated) ?
F508del corr: 1.9; esBAF inh: -6; ERAP1 HTS inh: -4; RAD54 inh: 1; ARNT-TACC3 inh: 0; RAD52 inh: -14; XiGFP reactiv: 0.2; INS-1E GSIS act: -5
